Screening results deposited in PubChem BioAssay by Broad Institute.
E-selectin induc: E-selectin induction on HUVECs | P16581 | HUVEC E-selectin immunofluorescence imaging; normalized: neutral wells 0, TNF-alpha wells 100 | activation, % at 7.58 µM | actives 0.37% (n = 260,000);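 active means mean E-selectin-positive cell signal at least 10% of the positive control, reached in at least 60% of replicates, without over 20% cell loss; inconclusive means no rule given, readout overlaps actives, possibly toxicity-flagged; inactive means the rest, including those meeting only one limit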;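 further: in these data hits start at about 27%; measured in HUVEC primary endothelial cells; signal is the percent of cells scored E-selectin positive by PE staining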
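Assay system: HUVEC, human umbilical vein endothelial cells / Amount: 3,000 HUVEC/well / Controls: TNF-alpha positive control, DMSO neutral control / Compound dosing: single concentration / Medium: EGM-2 over gelatin coat / Evaluation: percent E-selectin-positive cells / Signal: immunofluorescence imaging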
PglD DTNB: inhibitors of Campylobacter jejuni PglD acetyltransferase; purified PglD enzyme, DTNB colorimetric CoA detection; AID 602405; actives 0.098% (n = 360,000); inhibition, % at 12.5 µM; in the data active means inhibition above about 16%, passing the limit was not always enough; inconclusive means no clear call, values can overlap the other calls; further: strong numbers were not always called active
S100A4 inh HTS: inhibitors of human S100A4 binding to myosin IIA peptide; P26447; S100A4/TAMRA-MyoIIA peptide fluorescence polarization; inhibition, % at 10.7 µM; actives 0.14% (n = 360,000); AID 652163;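 active means mean inhibition of at least 70% across replicates, with every replicate also reaching that level; inconclusive means mean inhibition reaches 70% but some replicates fall short; inactive means mean inhibition below 70%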
Target sequence (P26447 whole entry, looked up): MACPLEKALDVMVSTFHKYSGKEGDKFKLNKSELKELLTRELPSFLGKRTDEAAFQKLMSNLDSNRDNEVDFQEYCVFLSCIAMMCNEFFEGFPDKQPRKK
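Assay system: human S100A4 monomer with TAMRA-labelled myosin IIA peptide / Buffer or medium: Calcium-containing HEPES buffer, pH 7.2 / Reagent: TAMRA-labelled myosin IIA heavy-chain peptide probe, 5 nM / Compound: one dose per compound / Timing: polarization read 5 min after assay mix addition, stable 5–60 min / Benchmarks: neutral control DMSO, positive control TFP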
C2C12 statin: suppressors of simvastatin-induced myotoxicity in C2C12 myotubes; ATP luminescence, 48 h; scaled: DMSO 0, geranylgeraniol control 100; rescue of ATP level, % at 7.49 µM; actives 0.78% (n = 330,000); AID 602340;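 active means mean ATP rescue above about 67%, or every replicate alone reaching that limit, limit read from the data, passing the limit was not always enough; inconclusive means no clear call, values can overlap the other calls; inactive means mean under the limit and some replicate under it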;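 further: myotubes were challenged with 10 µM simvastatin during compound exposure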
SIRT5 block: inhibitors of human sirtuin-5 desuccinylase; Q9NXA8; Purified SirT5, succinyl-peptide AMC, trypsin-coupled fluorescence; inhibition, % at 15 µM; actives 1.1% (n = 330,000); AID 652115; in the data active means inhibition above about 15%; inconclusive means no clear call, values can overlap the other calls
Target sequence (Q9NXA8 whole entry, looked up): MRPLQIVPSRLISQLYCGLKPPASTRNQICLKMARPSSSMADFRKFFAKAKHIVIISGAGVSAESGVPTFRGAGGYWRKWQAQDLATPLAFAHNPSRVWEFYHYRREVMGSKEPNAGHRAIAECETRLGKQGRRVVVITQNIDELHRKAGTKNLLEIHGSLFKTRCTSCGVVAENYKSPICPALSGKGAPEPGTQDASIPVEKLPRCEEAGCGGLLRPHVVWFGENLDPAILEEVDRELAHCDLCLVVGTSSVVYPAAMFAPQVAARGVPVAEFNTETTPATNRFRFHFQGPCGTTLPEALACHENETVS
DENV2 CPE rescue: protects cells from dengue virus 2 cytopathic effect | DENV2-infected cells, cytopathic effect rescue, plate reader | CPE inhibition, % at 9.99 µM | actives 1.7% (n = 350,000) | AID 651640; in the data active means CPE inhibition above about 20%, passing the limit was not always enough; inconclusive means no clear call, values can overlap the other calls; tested in BHK-21 cells;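 further: 0% = median of neutral control wells and 100% = median of positive control wells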
ERp5 block: ERp5 (human) disulfide isomerase inhibition. Q15084. ERp5 insulin aggregation, absorbance 650 nm, 90 min. inhibition, % at 9.99 µM. actives 0.05% (n = 350,000);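 active means mean replicate inhibition above about 25%, with every replicate also reaching it, limit read from the data, passing the limit was not always enough; inconclusive means only one of those two criteria met; inactive means neither criterion met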
Target sequence (Q15084 whole entry, looked up): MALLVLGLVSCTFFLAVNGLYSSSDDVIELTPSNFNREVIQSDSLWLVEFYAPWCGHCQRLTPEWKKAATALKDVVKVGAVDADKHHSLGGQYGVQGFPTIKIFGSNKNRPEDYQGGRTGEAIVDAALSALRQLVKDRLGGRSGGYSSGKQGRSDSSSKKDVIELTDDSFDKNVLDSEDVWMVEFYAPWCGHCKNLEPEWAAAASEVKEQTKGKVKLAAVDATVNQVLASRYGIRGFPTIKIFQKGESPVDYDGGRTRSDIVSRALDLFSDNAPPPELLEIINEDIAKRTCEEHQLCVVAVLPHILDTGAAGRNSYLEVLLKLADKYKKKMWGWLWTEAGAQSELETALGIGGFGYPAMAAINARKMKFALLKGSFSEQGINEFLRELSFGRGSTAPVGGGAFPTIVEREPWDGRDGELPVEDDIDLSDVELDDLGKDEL
Active calls of the source: *; ? = inconclusive; · = no result given; & = joins results of further samples. Only part of the results is shown; rates above refer to the full screens.

Second line of a record – S100A4 inh HTS, ERp5 block, PglD DTNB, DENV2 CPE rescue, SIRT5 block, C2C12 statin, E-selectin induc
CC1(C)CC(=O)c2cn3c(nc2C1)nc1ccccc13
 : 7.7, ·, 1.0, ·, ·, 6.9, 1.1
Cc1cccc(OCC(=O)NNC(=O)c2ccccc2OCc2c(C)noc2C)c1
 : 3.7, 2.8, -5.6, 5.9, -0.9, 29.7, 2.8
COc1ccc(N2CCN(C(=O)C(Cc3ccccc3)n3cccc3)CC2)cc1 (stereo not given)
 : -7.7, -7.5, -5.7, 1.8, 3.0, 16.2, -0.1
COC(=O)c1cc(N2CCN(C)CC2)nc2ccccc12
 : 8.2, 7.1, ·, -2.9, -5.0, ·, -0.6
Cc1cccc(NC2=CC(=O)CC(C)(C)C2)c1C
 : 1.4, -2.2, ·, 8.0, -0.7, ·, 1.1
CCNC(=O)Nc1ccc2c(c1)C(=O)N(C)[C@@H]1CC[C@H](CC(=O)NCc3ccc(F)cc3)O[C@H]1CO2
 : -3.6, 0.3, 18.7, 54.8*, 1.1, 0.0, -0.1
C[C@H](CO)N1C[C@H](C)[C@@H](CN(C)C(=O)NC2CCCCC2)Oc2ccc(NS(=O)(=O)c3ccc(Cl)cc3)cc2CC1=O
 : -2.7, -0.5, 3.9, 16.4, 0.1, 12.7, 3.4
C[C@H](CO)N1C[C@H](C)[C@@H](CN(C)Cc2ccncc2)OCCCC[C@H](C)Oc2ccc(NC(=O)CCCN(C)C)cc2C1=O
 : 5.8&-8.2&-4.5, 3.2&2.9&-1.9, -2.2&1.2&-1.1, -0.8&-5.9&-9.5, -4.0&-6.1, -30.8&9.4, 0.3&-0.1
C[C@@H]1CCCCO[C@@H](CN(C)C(=O)NC2CCCCC2)[C@H](C)CN([C@H](C)CO)C(=O)c2cc(N(C)C)ccc2O1
 : -31.7, -0.7, -0.3, ·, 11.8, -11.8, 0.2
Cc1ccc(S(=O)(=O)N(C)C[C@@H]2OCCCC[C@H](C)Oc3ccc(NC(=O)C4CCCCC4)cc3C(=O)N([C@H](C)CO)C[C@@H]2C)cc1
 : ·, ·, -1.9, 24.1*, ·, -15.5, 0.8
CCC(C)c1ccccc1NC(=O)COC(=O)C1=COCCO1 (stereo not given)
 : -2.1, 0.5, ·, -3.9, -5.7, ·, ·
Cc1oc(-c2ccccc2Cl)nc1CN1CCCCC1CO (stereo not given)
 : -4.6, 3.3, ·, 8.8, 0.1, ·, ·
Oc1ccc2ccccc2c1/C=C/c1ccc2c(Br)cc(Br)c(O)c2n1
 : -10.8, -1.0, ·, -8.5, -1.7, ·, 0.2
CCOC(=O)Cc1cc(=O)n2[nH]c(C)c(-c3ccccc3OC)c2n1
 : 4.6, -2.4, -1.6, 12.7, -1.5, 7.3, ·
COc1ccc(NC(=O)Nc2ccc3c(c2)C(=O)N([C@H](C)CO)C[C@@H](C)[C@@H](CN(C)C(=O)NC2CCCCC2)OCCCC[C@H](C)O3)cc1
 : 6.0, 2.8, 0.3, -8.9, 4.5, ·, -0.1
O=C1Nc2c(Br)cccc2C1=O
 : -1.1, -10.3, -1.2, -13.0, -3.8, 3.1, 0.5
O=C(Nc1cccc(O)c1)c1cccc(S(=O)(=O)N2CCCCCC2)c1
 : -10.7, -0.4, 2.4, -4.9, -1.0, -4.4, 0.0
CCc1nc2ccc(C(=O)NC3CCN(Cc4ccccc4)CC3)cn2c1N(C)Cc1ccc(N(C)C)cc1
 : -6.4, 9.7, 1.1, -6.3, -1.2, -2.4, 0.9
C[C@@H]1CN([C@H](C)CO)S(=O)(=O)c2ccc(C#CC3CC3)cc2O[C@@H]1CN(C)Cc1cccnc1
 : 10.5, 0.7, 0.1, ?, 2.1, 4.1, -0.5
Cc1ccc(N(CC(=O)NCc2ccccc2)C(=O)CCC(=O)Nc2nccs2)cc1
 : 0.2, 3.3, -5.2, 11.1, -9.4, -1.3, -0.1

Next section.
Second line of a record – S100A4 inh HTS, ERp5 block, PglD DTNB, DENV2 CPE rescue, SIRT5 block, C2C12 statin, E-selectin induc
C[C@@H]1CN([C@H](C)CO)C(=O)c2cccc(NC(=O)c3ccc(-c4nccs4)cc3)c2O[C@@H]1CN(C)C(=O)Nc1ccc(C(F)(F)F)cc1
 : 3.7, -3.8, 1.5, 8.7, 2.2, 20.0, 0.1
CC(C)NC(=O)Nc1ccc2c(c1)C(=O)N([C@H](C)CO)C[C@H](C)[C@@H](CN(C)C(=O)NC(C)C)OCCCC[C@H](C)O2
 : 11.6, 0.5, 0.4, 4.4, 5.1, ·, ·
Cc1ccc(S(=O)(=O)N[C@H]2CC[C@@H](CCn3cc(C4(O)CCCC4)nn3)O[C@@H]2CO)cc1
 : -0.3, 0.5, 0.9, 6.8, -1.7, 1.5, -0.1
COc1cccc(/C=N/n2c(COc3ccccc3)n[nH]c2=S)c1OC
 : -1.3, 0.5, -2.1, 17.0, 0.8, 15.2, 0.1
Oc1ccccc1N1CCN(c2ccc3ccccc3n2)CC1
 : -0.4, -3.0, 5.2, 13.2, -4.0, 12.2, ·
C[C@@H]1CCCCO[C@H](CN(C)C(=O)Nc2ccc3c(c2)OCO3)[C@H](C)CN([C@@H](C)CO)C(=O)c2cc(NS(=O)(=O)c3cn(C)cn3)ccc2O1
 : 21.5, -1.2, 1.1, -3.1, 5.6, ·, -0.1
CNc1c(NS(=O)(=O)c2ccc(Cl)cc2)c(=O)oc2ccccc12
 : 4.0, 1.8, -3.7, -2.0, -7.2, 16.9, 0.1
CCN1CCN(C(=O)CSCc2nc(-c3ccc(OC)c(OC)c3)oc2C)CC1
 : 1.1, -1.0, -1.2, 1.3, ·, -1.3, -0.2
Cc1ccc([C@H]2N[C@]3(CCCN(Cc4ccc(Br)cc4)C3=O)[C@H]3C(=O)N(C)C(=O)[C@@H]23)cc1
 : -2.2, -5.1, 3.8, 2.0, -0.4, 1.6, -0.1
COc1ccc(CCN2C(=O)NC(NS(=O)(=O)c3ccc(NC(C)=O)cc3)(C(F)(F)F)C2=O)cc1OC (stereo not given)
 : -9.8, -5.3, 3.2, -0.4, 10.4, 0.6, ·
COc1ccc([C@H]2C[C@H](O)[C@@H](n3cc(COC(=O)c4ccccc4)nn3)CN2CC2CCCCC2)cc1
 : 34.5, 3.4, 2.2, 20.1*, -2.7, 2.1, 0.3
O=C(NNC(=O)C1CC(c2cccs2)=NO1)Nc1ccccc1 (stereo not given)
 : -5.8, -11.1, -2.3, -8.2, -1.8, -9.3, -0.1
C[C@H](CO)N1C[C@H](C)[C@H](CN(C)C)Oc2ccc(NS(=O)(=O)c3cn(C)cn3)cc2CC1=O
 : 0.2, 1.6, 3.8, -5.6, 2.9, 6.5, 0.0
CO[C@@H]1CN(C)C(=O)c2ccc(NS(C)(=O)=O)cc2OC[C@H](C)N(Cc2cccnc2)C[C@@H]1C
 : 2.3, -1.8, 1.8, 26.2*, -8.6, 6.4, 0.0
COC(=O)c1cc(Nc2cc(C)c3ccc(O)cc3n2)cc(C(=O)OC)c1
 : 5.9, ?, 1.8, 7.2, -1.2, -3.3, 1.8
COc1ccccc1NC(=O)c1ccc(NC2=NC3CS(=O)(=O)CC3S2)cc1 (stereo not given)
 : 1.2, 15.0, -1.9, -3.3, 0.9, 5.2, ·
COc1ccc2c3c(n(C)c2c1)[C@@H](CO)NCC31CCN(Cc2ccc(-c3ccccn3)cc2)CC1
 : 1.5, 6.8, ·, -0.5, ·, ·, -0.1
CC(C)(C)C(=O)Nc1ccccc1N1CCN(C(=O)c2ccc(Cl)cc2)CC1
 : ·, ·, 3.1, ·, ·, 126.5*, -0.7
Cc1ccccc1CC1(CO)CCCN(C(=O)c2cc(-c3ccccc3)no2)C1 (stereo not given)
 : 1.9, 2.3, -2.0, -6.9, -1.4, -6.4, ·
CCN(CC(=O)Nc1ccc(NC(C)=O)cc1)C(=O)COc1ccccc1-c1ccccc1
 : 2.0, 3.5, 6.9, 4.1, -0.2, -0.3, 0.0

The list goes on.
Second line of a record – S100A4 inh HTS, ERp5 block, PglD DTNB, DENV2 CPE rescue, SIRT5 block, C2C12 statin, E-selectin induc
Cc1ccc(OC(=O)c2ccc3snnc3c2)cc1
 : -49.5, -0.7, -3.9, 8.6, 10.5, 29.0, ·
CC(C)NC(=O)N(C)C[C@@H]1OCCCC[C@@H](C)Oc2ccc(NC(=O)Nc3ccc(C(F)(F)F)cc3)cc2C(=O)N([C@H](C)CO)C[C@@H]1C
 : 5.7, 7.9, -2.1, -0.2, 0.9, ·, ·
CCN(CC)Cc1c(C(=O)N/N=C/c2ccncc2)nnn1-c1nonc1N
 : 3.6, -1.2, 0.2, 5.2, -4.4, 30.3, 0.1
O=C1c2cccc3cccc(c23)C(=O)N1Cc1ccco1
 : 10.0, 0.3, ·, 1.6, -3.9, ·, 0.2
Cc1cc(C)c(OCCN(C)Cc2ccccc2)c(Br)c1
 : -0.8, -1.5, ·, -2.1, -2.4, ·, -1.6
CCC(C)NC(=O)CN(c1cc(C)cc(C)c1)S(=O)(=O)c1c(C)[nH]c(=O)[nH]c1=O (stereo not given)
 : 2.1, 3.7, 0.8, -6.0, 8.9, -2.2, 0.2
C=C(C)C(=O)OCC(C)C
 : -2.9, -4.5, -1.4, 19.7, ·, -1.7, ·
O=C(c1ccccc1)c1ccccc1NC(=O)C1CCCN1Cc1ccccc1 (stereo not given)
 : -5.6, -12.6, ·, -0.9, -2.7, ·, 0.2
COc1ccc(C(CNC(=O)COc2ccc(Cl)cc2C)N2CCCCC2)cc1 (stereo not given)
 : 0.3, ·, -0.9, 10.1, -2.8, -37.7, -1.2
Cc1ccc(C2CC(=O)NC(SCCC(C)C)=C2C#N)cc1 (stereo not given)
 : -3.4, -1.7, -3.7, 9.3, ·, -36.7, ·
COc1cc(CNC(C)c2ccccc2)cc(Br)c1OCc1ccccc1 (stereo not given)
 : 0.4, -5.6, 4.0, -29.0, 0.6, -9.7, -0.4
CN1C(=O)c2cc(NC(=O)C3CCCC3)ccc2OC[C@@H]2O[C@H](CC(=O)Nc3ccccc3)CC[C@H]21
 : -36.7, -4.2, -1.9, ?, -8.8, -21.6, 0.0
O=C(O/N=C(/c1ccccc1)c1ccncc1)c1ccccc1[N+](=O)[O-]
 : -10.0, -0.8, 0.1, -5.5, -2.6, 3.2, 0.8
C[C@H]1CN([C@@H](C)CO)C(=O)c2cc(C3=CCCC3)cnc2O[C@H]1CN(C)C(=O)NC1CCCC1
 : 7.3, 0.3, 6.1, 1.1, 4.4, 12.6, ·
Cc1nc2ccc(-n3ccc(=O)cc3)cc2s1
 : -0.3, -5.8, 0.0, -2.1, 0.5, -2.5, ·
COc1ccc(C(=O)NC2CCCc3ccccc32)cc1Br (stereo not given)
 : -3.6, 10.1, -2.2, 2.0, -0.4, 4.6, ·
O=C(O)C1=C[C@@H](c2ccc3c(c2)Cc2ccccc2-3)C[C@@H](OCc2ccc(CO)cc2)O1
 : 6.2, -0.6, 1.5, 14.6, -9.2, ·, ·
COc1ccc(NC(=O)Cn2nnc(C(=O)NCc3ccc(C)cc3)c2N)cc1OC
 : 1.2, -6.0, -3.3, -7.8, -9.0, 11.7, ·
CC(C)CNC(=O)COC(=O)CCC(=O)c1ccc(Cl)cc1
 : -1.7, 3.4, -2.1, 5.2, -1.5, 11.6, 0.1
C[C@H]1CN([C@@H](C)CO)C(=O)c2cc(-c3cncnc3)cnc2O[C@@H]1CN(C)CC1CCOCC1
 : 10.9, 1.0, -1.8, 12.6, 5.2, 23.5, -0.9

Some values from the list:
Reading of CCNC(=O)Nc1ccc2c(c1)C(=O)N(C)[C@@H]1CC[C@H](CC(=O)NCc3ccc(F)cc3)O[C@H]1CO2 under DENV2 CPE rescue: 54.8*
Reading of Cc1ccc(S(=O)(=O)N[C@H]2CC[C@@H](CCn3cc(C4(O)CCCC4)nn3)O[C@@H]2CO)cc1 under ERp5 block: 0.5
